SR-BI DiI inh: blocks mouse SR-BI lipid uptake from DiI-HDL; Q61009; ldlA[mSR-BI] CHO cells, DiI-HDL uptake fluorescence, 3 h; inhibition, % at 12.5 µM; 0.96% of 320,000 active;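 active = mean replicate inhibition of at least 70% and a set share of replicates each scoring 70 or more; inconclusive = meets just one of the two criteria; inactive = fails both criteria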;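 also: 0% = median of neutral control wells and 100% = median of positive control wells; values of inactives mirror those of a sister screen read the other way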
Target sequence (Q61009 whole entry, looked up): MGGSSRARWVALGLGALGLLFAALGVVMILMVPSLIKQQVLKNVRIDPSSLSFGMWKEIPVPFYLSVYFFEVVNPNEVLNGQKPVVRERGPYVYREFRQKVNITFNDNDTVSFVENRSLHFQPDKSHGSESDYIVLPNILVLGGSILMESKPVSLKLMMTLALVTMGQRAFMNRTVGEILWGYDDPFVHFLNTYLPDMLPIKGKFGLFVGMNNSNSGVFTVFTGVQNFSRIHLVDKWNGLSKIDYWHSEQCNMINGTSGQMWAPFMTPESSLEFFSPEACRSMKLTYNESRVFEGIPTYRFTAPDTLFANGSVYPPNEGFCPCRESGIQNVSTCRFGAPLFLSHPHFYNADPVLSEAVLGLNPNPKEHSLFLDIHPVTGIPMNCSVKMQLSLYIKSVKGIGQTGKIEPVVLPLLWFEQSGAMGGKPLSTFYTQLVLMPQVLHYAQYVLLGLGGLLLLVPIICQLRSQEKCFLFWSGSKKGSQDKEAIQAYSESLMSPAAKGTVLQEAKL
CAL PDZ FP-1: blocks peptide binding to human CAL PDZ domain; inhibition, % at 20 µM; purified CAL PDZ, TMR-peptide fluorescence polarization, 1 h; AID 504414; 0.02% of 330,000 active;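 active = highest replicate inhibition of at least 40%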;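 also: plate controls were DMSO neutral control wells for no effect and unlabeled competitor peptide control wells for full effect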
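System: purified tagged CAL PDZ domain construct (CerCALP). Schedule: 1 h incubation at room temperature before polarization reading. Medium: 25 mM sodium phosphate pH 7.4, 150 mM NaCl, TCEP, IgG, Thesit. Read-out: percent inhibition from loss of millipolarization. Measured by: FP readout, S and P plane fluorescence. Probe or stimulus: fluorescent TMR peptide probe.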
dFosB activator: enhances mouse delta FosB homodimer DNA binding | P13346 | purified delta FosB, TAMRA-CDK5 oligo fluorescence polarization; percent of positive-control signal above neutral wells | activation, % at 25 µM | 0.99% of 340,000 active | AID 493131;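 active = mean activation above about 17%, with every replicate also reaching it, limit read from the data, passing the limit was not always enough; inconclusive = only one of the two conditions met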;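 also: fluorescence polarization rise as delta FosB binds a TAMRA Cdk5 AP-1 oligo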
NSD2 HMT inh: NSD2 (human) methyltransferase inhibition | O96028 | NSD2 peptide methylation, AlphaScreen, 120 min | inhibition, % at 12.5 µM | 0.54% of 310,000 active | AID 743445; in the data active = inhibition above about 50%
Rtt109 Vps75: C. albicans Rtt109 histone acetyltransferase inhibition; 0.16% of 330,000 active; purified Rtt109/Vps75, ThioGlo CoA-SH fluorescence, 4 h; inhibition, % at 34.9 µM; Q5AAJ8; AID 540336;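 active = inhibition of at least 50% in every replicate; inconclusive = best replicate reaches 50% inhibition but some replicates fall short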
Target sequence (Q5AAJ8 whole entry, looked up): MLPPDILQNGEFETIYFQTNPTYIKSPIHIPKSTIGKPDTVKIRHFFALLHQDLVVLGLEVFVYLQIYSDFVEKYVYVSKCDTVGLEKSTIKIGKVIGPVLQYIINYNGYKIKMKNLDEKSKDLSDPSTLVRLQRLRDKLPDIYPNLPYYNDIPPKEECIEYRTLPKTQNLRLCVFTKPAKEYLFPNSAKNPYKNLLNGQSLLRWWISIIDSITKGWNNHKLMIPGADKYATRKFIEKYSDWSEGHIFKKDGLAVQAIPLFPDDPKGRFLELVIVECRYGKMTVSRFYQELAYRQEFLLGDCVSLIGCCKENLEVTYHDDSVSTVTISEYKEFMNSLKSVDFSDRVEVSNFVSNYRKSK
SR-BI DiI-HDL act: SR-BI HDL lipid transfer activation. CHO ldlA[mSR-BI] cells, DiI-HDL uptake fluorescence, 3 h; 100 = double the neutral-control signal. activation, % at 12.5 µM. 0.096% of 320,000 active. AID 504775;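 active = mean replicate activation of at least 60% and every replicate at or above 60%; inconclusive = mean or all-replicate condition met, but not both; inactive = mean below 60% and not all replicates reaching 60%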;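 also: 0% = median plate neutral-control signal and 100% = twice that signal; values of inactives mirror those of a sister screen read the other way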
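Material – SR-BI-overexpressing, LDLR-lacking CHO cells · Medium – BSA-supplemented, HEPES-buffered Ham's F12, pH 7.4 · Doses – single concentration · Times – compound with DiI-HDL co-incubation, 3 h at 37 °C · Measured by – bottom-read fluorescence, 550/595 nm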
CAL PDZ FP-2: blocks peptide binding to the human CAL PDZ domain | Q9HD26 | purified CAL PDZ, TMR-peptide fluorescence polarization, 1 h | inhibition, % at 24.9 µM | 0.92% of 300,000 active | AID 602252;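 active = mean inhibition of at least 30% with at least half of replicates also reaching 30%; inconclusive = no clear call, values can overlap the other calls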;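 also: 0% = DMSO neutral control and 100% = excess unlabeled competitor peptide PRC23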
PfHsp90 set2: growth inhibition of yeast expressing Plasmodium Hsp90; S. cerevisiae expressing PfHsp90, BacTiter-Glo ATP, 48 h; yeast lacking PDR1 and PDR3 efflux regulators; inhibition, % at 9.4 µM; 0.32% of 310,000 active; AID 504621;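 active = every replicate shows inhibition above about 80%, whatever the replicate mean, limit read from the data; inconclusive = mean inhibition reaches the set limit but some replicate falls short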;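 also: 0% = DMSO neutral controls and 100% = 20 µM radicicol positive controls; yeast relying on Plasmodium falciparum Hsp90 in place of its own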
PvdQ inh: blocks Pseudomonas aeruginosa PvdQ acylase activity | purified PvdQ acylase, fluorescence plate reader | inhibition, % at 10 µM | 0.063% of 340,000 active; in the data active = inhibition above about 30%, passing the limit was not always enough; inconclusive = no clear call, values can overlap the other calls;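 also: 0% = vehicle neutral wells and 100% = reference inhibitor wells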
MITF act: MITF TRPM1 promoter activation in melanoma cells. SK-MEL-5 TRPM1-promoter luciferase, 24 h; % of positive control, neutral wells = 0. activation, % at 12.5 µM. 0.75% of 300,000 active. AID 588334;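 active = mean activation of at least 80% with every replicate also reaching 80%; inconclusive = mean reaches 80% but some replicate falls short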;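 also: 0% = neutral control wells and 100% = parthenolide positive control wells; values of inactives mirror those of a sister screen read the other way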
Active calls of the source: *; ? = inconclusive; nt = no result given. Rows were taken by chance (roughly 4.3% active in at least one column).

Start of the data: the first 2 compounds (preview)
SMILES | SR-BI DiI inh | CAL PDZ FP-1 | dFosB activator | NSD2 HMT inh | Rtt109 Vps75 | SR-BI DiI-HDL act | CAL PDZ FP-2 | PfHsp90 set2 | PvdQ inh | MITF act
Cc1ccc(O)c(/C=N/NC(=O)c2[nH]ncc2Br)c1 | -0.5 | -1.7 | -1.3 | 15.2 | 46.3 | 0.5 | 0.9 | 1.3 | 3.1 | 23.4
CC(NC(=O)NC(=O)c1ccc(F)cc1)C1CC1 (stereo unspecified) | 5.1 | -0.3 | -1.8 | -0.8 | -1.4 | -5.1 | -1.8 | 20.6 | -14.6 | 41.1

Main list, previewed entries included:
SMILES | SR-BI DiI inh | CAL PDZ FP-1 | dFosB activator | NSD2 HMT inh | Rtt109 Vps75 | SR-BI DiI-HDL act | CAL PDZ FP-2 | PfHsp90 set2 | PvdQ inh | MITF act
Cc1ccc(O)c(/C=N/NC(=O)c2[nH]ncc2Br)c1 | -0.5 | -1.7 | -1.3 | 15.2 | 46.3 | 0.5 | 0.9 | 1.3 | 3.1 | 23.4
CC(NC(=O)NC(=O)c1ccc(F)cc1)C1CC1 (stereo unspecified) | 5.1 | -0.3 | -1.8 | -0.8 | -1.4 | -5.1 | -1.8 | 20.6 | -14.6 | 41.1
Cc1nnc(SCC(=O)Nc2cccc(N)c2)n1-c1ccccc1 | 4.4 | nt | -3.7 | -0.2 | 2.8 | -4.4 | 0.4 | 7.2 | -6.3 | -21.7
CCOCCCNC(=S)N1C2CCC1CC(NC(=O)NC1CCCCC1)C2 (stereo unspecified) | -10.8 | -1.5 | -0.5 | -1.6 | 1.1 | 10.8 | -3.4 | -13.8 | -10.4 | 0.2
O=C(COC(=O)C1=COCCO1)Nc1cccc(Oc2ccccc2)c1 | -17.6 | -0.9 | -7.2 | 0.4 | 3.5 | 17.6 | -2.0 | -14.3 | 0.8 | 8.9
CCN(C(=O)COC(=O)CCC(=O)c1ccccc1)c1c(N)n(Cc2ccccc2)c(=O)[nH]c1=O | -7.3 | 0.3 | -2.4 | -0.9 | 0.4 | 7.3 | -1.4 | -15.1 | -9.2 | -0.7
COc1ccc(C(=O)Nc2nncs2)cc1S(=O)(=O)N1CC(c2ccccc2)CC1=O (stereo unspecified) | -22.1 | -0.4 | -5.3 | nt | 7.3 | 22.1 | -0.9 | -5.2 | -2.4 | 6.9
O=C1CC(N2CCN(Cc3ccc(Cl)cc3)CC2)C(=O)N1CCc1ccccc1 (stereo unspecified) | 11.8 | -1.0 | -11.0 | 0.9 | -6.9 | -11.8 | 1.5 | 16.4 | -10.4 | nt
O=C(COc1ccccc1)Nc1cc2c3c(c1)CC(=O)N3CCC2 | 49.1 | -3.9 | -2.9 | -0.2 | 6.5 | -49.1 | -2.2 | nt | 0.1 | 45.7
CSCCNC(=O)Nc1c(-c2c(Cl)cccc2Cl)noc1C | -141.6 | 1.6 | 1.5 | -3.7 | -5.6 | 141.6* | -6.7 | -15.4 | -4.0 | nt
Cc1ccc(-n2ncc3c(SCC(=O)Nc4cc(C)on4)ncnc32)c(C)c1 | 48.4 | -0.4 | -2.3 | -2.6 | -6.5 | -48.4 | 0.0 | nt | 2.2 | -18.8
N#Cc1ccc(Oc2cccc3cccnc23)c([N+](=O)[O-])c1 | 2.4 | nt | -1.9 | nt | 17.6 | -2.4 | -4.6 | -8.9 | 0.3 | -8.6
O=C1CC(c2ccccc2)c2ccc(O)cc2O1 (stereo unspecified) | -24.5 | nt | -3.5 | -0.1 | 3.9 | 24.5 | -3.6 | nt | -4.6 | nt
COc1cc(C(=O)NCC2CCCO2)ccc1OCc1ccccc1 (stereo unspecified) | 38.5 | -2.3 | -0.8 | 0.1 | 34.2 | -38.5 | 0.9 | 0.8 | 3.8 | -3.3
CC1CC(O)(CC(O)(c2ccccc2)c2ccccc2)C(C)CN1C (stereo unspecified) | -37.3 | -1.3 | -4.6 | 3.7 | -3.3 | 37.3 | -4.2 | 3.8 | -18.7 | 4.3
O=C(O)c1cccc(-c2nnn(Cc3ccccc3)n2)c1 | -0.8 | -1.6 | -7.0 | 1.2 | -10.2 | 0.8 | -4.2 | -34.5 | -9.4 | 5.6
COc1cc(/C=N/Nc2ccnc(=O)[nH]2)ccc1O | -12.0 | -0.7 | 3.0 | 6.5 | -5.6 | 12.0 | -0.7 | -39.8 | 19.6 | -1.2
NC1=NC(=O)/C(=C/c2ccccc2OCC(=O)Nc2ccc(F)cc2)S1 | 11.0 | -0.6 | ? | 0.3 | -1.3 | -11.0 | -6.3 | -19.4 | -11.8 | -0.2
O=C(O)c1ccc(NC(=O)c2ccc(COc3ccc(Cl)cc3)o2)cc1 | -3.7 | -1.8 | -6.5 | 1.0 | 18.7 | 3.7 | -1.4 | -11.1 | -10.4 | 11.5
CC(C)(C)NC(=O)CC(CC(=O)O)c1ccccc1 (stereo unspecified) | nt | 0.7 | -3.2 | nt | 2.0 | nt | -1.1 | 10.8 | 5.1 | -4.9
COc1ccc2cc(S(=O)(=O)NCc3cccnc3)ccc2c1 | nt | -2.5 | -10.2 | 0.4 | 2.1 | nt | -4.3 | -9.2 | -8.7 | nt
COC(=O)CCCNC(=O)CC1C(=O)NCCN1Cc1ccoc1 (stereo unspecified) | -21.9 | -1.8 | 6.1 | 5.9 | -1.2 | 21.9 | -3.2 | -18.7 | -8.2 | -2.2
CC(=O)c1ccc(OC(=O)Cc2cccc3ccccc23)cc1 | -0.9 | -0.9 | -1.1 | -1.6 | -9.4 | 0.9 | 5.0 | -1.0 | -3.5 | nt
Cc1c(O)ccc(NS(=O)(=O)c2ccccc2)c1C | -5.6 | 0.2 | -6.1 | -1.9 | 5.0 | 5.6 | 0.3 | -12.6 | -0.8 | 9.4
CCCCN(C(=O)c1cc(-c2ccncc2)nc2ccccc12)c1c(N)n(CC(C)C)c(=O)[nH]c1=O | -18.6 | -2.6 | -10.3 | nt | 5.5 | 18.6 | nt | 8.4 | 4.4 | -5.6
CCN(C(=O)c1ccc2c(c1)OCO2)C1CCS(=O)(=O)C1 (stereo unspecified) | -20.7 | -1.3 | -0.2 | nt | -6.8 | 20.7 | -0.2 | nt | -10.7 | 6.2
Nc1cccc(CP(=O)(c2ccccc2)c2ccccc2)c1 | -34.4 | -0.4 | -4.0 | 2.5 | 8.3 | 34.4 | -4.0 | -3.8 | -7.2 | -4.4
N#Cc1nc(COc2ccccc2)oc1N1CCCCC1 | 19.4 | -1.5 | -4.4 | nt | -6.8 | -19.4 | nt | -5.3 | -1.8 | 41.9
CC(c1ccccc1)N1CCc2[nH]c(=S)[nH]c(=O)c2C1 (stereo unspecified) | -15.6 | 0.1 | -10.2 | -0.6 | 10.9 | 15.6 | -7.6 | -9.2 | -3.5 | 4.2
COc1ccccc1NC(=O)Cn1cnc2c(cnn2-c2ccccc2)c1=O | 0.7 | -1.0 | -10.2 | -0.7 | 0.4 | -0.7 | 57.4* | nt | -13.6 | nt
Cc1ccc(NS(=O)(=O)c2ccc3oc(=O)ccc3c2)cc1Cl | -20.5 | -0.3 | -7.8 | -1.1 | 9.4 | 20.5 | nt | -24.1 | 5.7 | -11.9
CC(C)(C)C1CCC(C(=O)OCC(=O)N2CCOCC2)CC1 (stereo unspecified) | -19.8 | 1.3 | 0.3 | -0.9 | 0.5 | 19.8 | -0.8 | 0.0 | -8.5 | 2.1
COC(=O)c1c(NC(=O)Cc2cccs2)sc(C(=O)NC2CCCCC2)c1C | 44.5 | -2.0 | -10.9 | 38.6 | -8.0 | -44.5 | -2.0 | -2.9 | -7.9 | 4.7
CCOC(=O)c1ccccc1-n1c(C)cc(C2N=C(N)Nc3nc4ccccc4n32)c1C (stereo unspecified) | -17.0 | -3.6 | 45.3* | 5.2 | 8.7 | 17.0 | nt | nt | 6.0 | 23.9
O=C(Cc1cccc(C(F)(F)F)c1)NCC(=O)Nc1cc(Cl)ccc1Cl | nt | -1.6 | -2.1 | -3.5 | -5.0 | nt | -1.8 | -42.8 | -15.1 | -2.3
Cc1ccc(C(C(=O)NC2CCCC2)N(C(=O)c2csnn2)C2CCCC2)o1 (stereo unspecified) | -22.8 | -0.3 | -5.6 | -3.3 | 4.0 | 22.8 | -3.9 | nt | -7.3 | 5.2
CCOc1ccc(NC(=O)NC(C)CC)cc1 (stereo unspecified) | -32.5 | -1.9 | -1.5 | -1.8 | -0.6 | 32.5 | -2.2 | 0.7 | -15.2 | -4.2
CCN1CCN(c2oc(COc3ccc(Cl)cc3)nc2C#N)CC1 | nt | -3.9 | -9.9 | 5.0 | -0.8 | nt | 5.3 | 2.2 | -1.9 | -2.1
N#Cc1cncc(-c2ccc3c(c2)OCCOCCOCCOCCOCCO3)n1 | -1.4 | -0.6 | -2.8 | 24.4 | -3.3 | 1.4 | -3.3 | 4.2 | 16.0 | 10.4
N#CC(CCc1ccccn1)c1ccccc1 (stereo unspecified) | -8.9 | -0.2 | -6.6 | -1.1 | -4.2 | 8.9 | 9.5 | nt | 19.7 | -1.1
O=C(Nc1nc(-c2ccc(S(=O)(=O)N3CCCC3)cc2)cs1)C1COc2ccccc2O1 (stereo unspecified) | 40.5 | -2.2 | -4.7 | -1.7 | 0.5 | -40.5 | -4.1 | -6.9 | -6.1 | -38.1
CC(=O)Nc1c(O)[nH]c2ccccc12 | 2.0 | -3.2 | -9.7 | -3.5 | -7.0 | -2.0 | -3.5 | -11.3 | -10.7 | -7.7
COc1ccccc1N(C(=O)NCc1ccccc1)C1=NCC(C)S1 (stereo unspecified) | 1.1 | -0.7 | -2.8 | nt | 5.9 | -1.1 | -2.3 | -3.7 | -2.5 | -2.7
COC(=O)C1=C(C(=O)OC)C(c2cc([N+](=O)[O-])ccc2O)c2sc(=O)[nH]c2S1 (stereo unspecified) | -16.6 | -4.0 | 4.1 | 24.2 | 15.4 | 16.6 | 4.0 | -14.2 | -6.7 | -1.3
CC(=O)/C=C1\N(C)c2ccc(C)cc2C1(C)C | -27.6 | -1.4 | -15.8 | -10.0 | -2.4 | 27.6 | nt | -8.2 | -7.4 | 6.0
COc1ccc(NC(=O)CSc2nc(C)cs2)cc1OC | 18.1 | -0.7 | -4.1 | 1.2 | -7.7 | -18.1 | -7.5 | 0.1 | -7.9 | -1.1
CC(C)NC(=O)NC(=O)COC(=O)c1ccccc1F | 2.8 | 0.2 | 3.7 | -2.6 | 3.3 | -2.8 | -2.6 | nt | 1.5 | -4.6
COC/C=C/C1=CC2=CC(=O)C(C)(OC(=O)c3cnc4ccccc4n3)C(=O)C2=CN1Cc1ccc(OC)cc1 (stereo unspecified) | 8.5 | -0.3 | -6.2 | nt | -1.2 | -8.5 | -16.0 | nt | -7.3 | -22.5

High-throughput results from PubChem BioAssay.
